DT40 TDP1 no CPT: qHTS for Inhibitors of human tyrosyl-DNA phosphodiesterase 1 (TDP1): qHTS in cells in absence of CPT; Potency, µM (top dose mostly 46.2 µM), inactives show at the top dose activity change, negative = growth inhibition, hits mostly inhibitors; 420,000 compounds, 15% hits; AID 686978, 2013; DT40 Tdp1-/- hTDP1 cells, no CPT, ATP luminescence, 48 h; note: nearly all actives have a fitted effect of over 55% in size
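Stably hTDP1-transfected Tdp1-null chicken DT40 cells were treated with library compounds minus camptothecin and grown for at least 48 hr at 37 °C, after which cellular ATP was quantified by luminescence.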
N370S GC: inhibitors or activators of N370S glucocerebrosidase for Gaucher disease; AID 2101; 330,000 compounds, 0.092% hits; Potency, µM (top dose mostly 59.4 µM), for the others: top-dose activity change, negative = inhibition, usual class: inhibitors; P04062; N370S GC spleen homogenate, 4MU-glucoside fluorescence;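 note: 0% = full enzyme activity and -100% = no enzyme basal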
TDP1 inh: TDP1 (human) enzyme inhibition; AID 485290; Q9NUW8; recombinant TDP1, AlphaScreen DNA substrate cleavage; 350,000 compounds, 0.28% hits; Potency, µM (doses to about 130 µM), for the others: top-dose activity change, negative = inhibition, actives largely listed as inhibitors; note: nearly all actives have a fitted effect of over 40% in size
Target sequence (Q9NUW8 whole entry, looked up): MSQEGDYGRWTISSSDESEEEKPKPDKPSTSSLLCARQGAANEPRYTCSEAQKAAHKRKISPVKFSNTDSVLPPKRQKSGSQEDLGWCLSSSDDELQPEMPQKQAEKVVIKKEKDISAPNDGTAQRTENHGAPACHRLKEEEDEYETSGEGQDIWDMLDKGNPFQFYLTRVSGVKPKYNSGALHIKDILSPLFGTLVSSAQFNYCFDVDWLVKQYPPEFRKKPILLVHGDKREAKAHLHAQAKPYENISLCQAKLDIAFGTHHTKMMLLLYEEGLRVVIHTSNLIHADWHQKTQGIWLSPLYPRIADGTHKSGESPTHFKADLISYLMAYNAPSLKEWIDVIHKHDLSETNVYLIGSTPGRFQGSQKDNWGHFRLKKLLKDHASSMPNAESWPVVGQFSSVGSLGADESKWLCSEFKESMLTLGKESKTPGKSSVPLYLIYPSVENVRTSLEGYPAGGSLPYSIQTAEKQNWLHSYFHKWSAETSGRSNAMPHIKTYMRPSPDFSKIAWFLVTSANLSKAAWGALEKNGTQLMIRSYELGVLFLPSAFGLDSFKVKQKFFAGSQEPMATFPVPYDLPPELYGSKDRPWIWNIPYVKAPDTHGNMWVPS
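Signal: AlphaScreen proximity between streptavidin donor and anti-FITC acceptor beads on intact substrate. Reaction: Tdp1 1 nM, substrate 15 nM final, 5 min RT after 15 min compound preincubation.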
* marks the source's active call; other numbers are inactive results; ? = inconclusive; . = not tested or not shown; [ ] = remark or other dose. Calls come from the whole dose curve; as a rule, active = well fitted curve in the direction sought with a large enough effect; inconclusive = small, poorly fitted or top-dose-only effect, or another doubt; inactive = no such curve, though single readings can be large; an effect the other way counts as inactive or inconclusive. Unless noted, % is set by controls: 0 for no effect and ±100 for the full control effect; potency is the fitted concentration of half-maximal effect. Not all compounds are listed; the hit share may differ from the screen's.

SMILES	DT40 TDP1 no CPT	N370S GC	TDP1 inh
CC(=O)OC[C@@H]1O[C@H](C/C=N\OC[C@@H](O)COCc2ccco2)C=C[C@@H]1OC(C)=O	.	1%[12.8 µM]	6%[21 µM]
C=CCn1c(C)cc(C(=O)CN2C(=O)c3ccccc3C2=O)c1C	-26%	8%	5%
CN(C)CCCC(C)(O)C(C)(C)c1ccccc1 (stereo not drawn)	20%	1%	-5%
CN1C(=O)NC(c2cccc(O)c2)C(C(=O)c2cccs2)C1(O)C(F)(F)F (stereo not drawn)	-29%	-6%	6%
CCc1cccc(CC)c1NC(=S)NCC(c1cccnc1)N(C)C (stereo not drawn)	?	-7%	5%
CC(C)Cn1c(CN(Cc2ccccc2)Cc2ccccc2)nc2c1c(=O)n(C)c(=O)n2C	15µM*	2%	7%
COc1ccc(Cl)cc1NC(=S)N1CCC(c2ccc(C)cc2)C1 (stereo not drawn)	?	10%	3%
Nc1n[nH]c2cc(=O)n(-c3cccc(C(F)(F)F)c3)nc12	-15%	9%	7%
COC(=O)c1ccc(NCC(=O)N2CCCCCC2)cc1	.	9%	7%
Cc1nn(CC(=O)NCc2cc3ccccc3[nH]2)c(C)c1[N+](=O)[O-]	-20%	5%	5%
Cn1c(NCc2ccccc2)nc2c1c(=O)n(Cc1ccc(Br)cc1)c(=O)n2C	?	16%	7%
COc1ccc(S(=O)(=O)NN=C2CCCCC2)cc1	-14%	0%	9%
COc1ccc(OC)c(Nc2nc3ccccc3n3cnnc23)c1	-29%	-3%	.
CC(C)N(Cc1nc(-c2ccc3c(c2)OCO3)no1)CC1CCC(=O)N1 (stereo not drawn)	9%	14%	-3%
COc1ccc(C)cc1Nc1nc(C)nc2sc(C)cc12	21µM*	1%	.
CC(=O)c1ccc(-c2ccc(C(=O)NC3CCCCCC3)o2)cc1	-11%	?	6%
Cc1cnc([N+](=O)[O-])n1CCOC(=O)NC(=O)c1cccc(F)c1	-13%	14%	1%
CCC1CCCCN1CCCNC(=O)CCCOc1cc(=O)n(C)c2ccccc12 (stereo not drawn)	1%	-2%	7%
CC/C(=N\NS(=O)(=O)c1ccc(C)cc1)c1ccco1	-1%	3%	.
Cc1ccc(C(=O)NNC(=S)NC(=O)c2ccco2)cc1	12µM*	-1%	10%
Cc1ccc(SCc2nnc(NC(=O)c3ccccc3)s2)cc1	-1%	10%	-1%
O=C(Nc1cc2c3c(c1)CC(=O)N3CCC2)c1c(F)cccc1F	-2%	-1%	.
O=C(c1ccco1)N1CCN(Cc2c(F)cccc2Cl)CC1	?	0%	5%
FC(F)(F)c1nc2ncc(Cl)cc2[nH]1	-26%	-7%	4%
CCCNC(=O)NC(C)C12CC3CC(CC(C3)C1)C2 (stereo not drawn)	?	11%	0%
O=[N+]([O-])c1ccc(NC(=S)NCCc2ccc(F)cc2)cc1	16µM*	-4%	4%
COCCN(CCOC)c1nc(-c2ccc(C)cc2)nc2ccccc12	18µM*	3%	.
Cn1c(C(=O)OC(C(=O)NC2CCCCC2)c2ccncc2)cc2sccc21 (stereo not drawn)	-23%	?	0%
COc1cccc(C(c2c(C)[nH]n(-c3ccccc3)c2=O)c2c(C)[nH]n(-c3ccccc3)c2=O)c1OC	-20%	-3%	5%
Cc1ccc(COc2ccc(S(=O)(=O)N3CCCC3)cc2C(N)=O)cc1	-12%	-4%	12%

A draw from above in order of molecular weight, rising:
SMILES	DT40 TDP1 no CPT	N370S GC	TDP1 inh
FC(F)(F)c1nc2ncc(Cl)cc2[nH]1	-26%	-7%	4%
CCCNC(=O)NC(C)C12CC3CC(CC(C3)C1)C2 (stereo not drawn)	?	11%	0%
CC/C(=N\NS(=O)(=O)c1ccc(C)cc1)c1ccco1	-1%	3%	.
Nc1n[nH]c2cc(=O)n(-c3cccc(C(F)(F)F)c3)nc12	-15%	9%	7%
COc1ccc(C)cc1Nc1nc(C)nc2sc(C)cc12	21µM*	1%	.
Cc1ccc(C(=O)NNC(=S)NC(=O)c2ccco2)cc1	12µM*	-1%	10%
COc1ccc(OC)c(Nc2nc3ccccc3n3cnnc23)c1	-29%	-3%	.
O=C(c1ccco1)N1CCN(Cc2c(F)cccc2Cl)CC1	?	0%	5%
CC(=O)c1ccc(-c2ccc(C(=O)NC3CCCCCC3)o2)cc1	-11%	?	6%
Cc1nn(CC(=O)NCc2cc3ccccc3[nH]2)c(C)c1[N+](=O)[O-]	-20%	5%	5%
O=C(Nc1cc2c3c(c1)CC(=O)N3CCC2)c1c(F)cccc1F	-2%	-1%	.
Cc1cnc([N+](=O)[O-])n1CCOC(=O)NC(=O)c1cccc(F)c1	-13%	14%	1%
Cc1ccc(SCc2nnc(NC(=O)c3ccccc3)s2)cc1	-1%	10%	-1%
COCCN(CCOC)c1nc(-c2ccc(C)cc2)nc2ccccc12	18µM*	3%	.
CC(C)N(Cc1nc(-c2ccc3c(c2)OCO3)no1)CC1CCC(=O)N1 (stereo not drawn)	9%	14%	-3%
Cc1ccc(COc2ccc(S(=O)(=O)N3CCCC3)cc2C(N)=O)cc1	-12%	-4%	12%
Cn1c(C(=O)OC(C(=O)NC2CCCCC2)c2ccncc2)cc2sccc21 (stereo not drawn)	-23%	?	0%
CCC1CCCCN1CCCNC(=O)CCCOc1cc(=O)n(C)c2ccccc12 (stereo not drawn)	1%	-2%	7%
Cn1c(NCc2ccccc2)nc2c1c(=O)n(Cc1ccc(Br)cc1)c(=O)n2C	?	16%	7%
COc1cccc(C(c2c(C)[nH]n(-c3ccccc3)c2=O)c2c(C)[nH]n(-c3ccccc3)c2=O)c1OC	-20%	-3%	5%

Next section.
SMILES	DT40 TDP1 no CPT	N370S GC	TDP1 inh
CCOC(=O)C1=C(C)NC2=C(C(=O)CCC2)C1c1coc2ccccc2c1=O (stereo not drawn)	6%	9%	4%
Fc1ccccc1CNC(=S)Nc1ccc(Cl)cc1	21µM*	9%	3%
Cc1ccc(C(O)CN2C3=NCCN3c3ccccc32)cc1 (stereo not drawn)	16µM*	-4%	10%
O=[N+]([O-])c1ccc(N2CCc3ccccc3C2)nc1	?	0%	3%
COc1c(C)cc(C(=O)C2CCCN(C(=O)c3ccc4[nH]ccc4c3)C2)cc1C (stereo not drawn)	?	7%	3%
CCc1cccc2c(C(=O)COC(=O)C3=NNC(=O)CC3)c[nH]c12	8%	-3%	0%
CC(=O)N(c1ccccc1)C1SC(=O)N(c2ccccc2)C1=O (stereo not drawn)	-11%	-1%	-2%
CN(CCc1cnn(C)c1)Cc1cn(C)nc1-c1ccccc1F	-3%	-4%	0%
COc1ccc(/C=C/C(=O)OCC(=O)Nc2cccc(S(=O)(=O)NC3=NCCCCC3)c2)cc1	-20%	.	0%
Cc1cc(C)c(S(=O)(=O)Nc2ccncc2)cc1C	-7%	-1%	2%
O=C(c1cc2cc([N+](=O)[O-])ccc2s1)N1CCOCC1	1%	-6%	4%
COCc1nnc(NC(=O)C2CC(=O)N(c3ccc(C)c(Cl)c3)C2)s1 (stereo not drawn)	-21%	-12%	.
COCCCN(Cc1ccco1)C(=O)Cn1ncc2c([nH]c3ccccc32)c1=O	?	1%	6%
O=S(=O)(c1cc(Cl)ccc1Br)N1CCCCC1	?	-3%	-7%
O=C(NC1CCCC1)C(c1c[nH]c2ccccc12)N(C(=O)Cn1nnc(-c2ccc(Cl)cc2)n1)c1ccccc1 (stereo not drawn)	-23%	25%	1%
CC(C)C(O)C1CCN(Cc2nc(Cc3ccccc3Cl)no2)CC1 (stereo not drawn)	?	-8%	.
COc1c(C)cc(C(=O)C2CCCN(Cc3cccc4nccnc34)C2)cc1C (stereo not drawn)	16µM*	-13%	0%
COc1ccc(-c2nc3ccccc3s2)cc1	-26%	5%	-8%
O=C(COc1cccnc1[N+](=O)[O-])NCc1ccco1	10%	5%	5%
O=C1CSC(c2cccc(F)c2)N1c1ccccc1 (stereo not drawn)	?	-19%	.
CCCn1c(SCc2nc(-c3ccccc3C)no2)nnc1-c1ccc(Cl)cc1	16µM*	.	7%
CCC1Oc2ccccc2N(CC(=O)NCc2ccc(C)cc2)C1=O (stereo not drawn)	?	.	5%
COc1ccc(/C(C)=N\n2cnnc2)cc1	-7%	4%	2%
COc1ccc(C(=O)NC(C)Cc2cnccn2)cc1OC1CCN(C(C)C)CC1 (stereo not drawn)	-4%	-4%	2%
O=C1CCCC2=C1C(c1cccs1)CC(=O)N2c1ccc(F)cc1 (stereo not drawn)	-2%	5%	5%
Cc1c(-c2nc(-c3ccccc3F)no2)nnn1-c1cc(F)ccc1F	-8%	.	5%
CCN(CC)S(=O)(=O)c1ccc(S(=O)(=O)N2CCC(N3CCCCC3)CC2)cc1	-11%	0%	5%
Cc1ccc(OCCOc2ccc(S(=O)(=O)N3CCCC3)cc2C(N)=O)cc1	-24%	.	0%
Cc1ccc(C(=O)Nc2cccc(C(=O)N3CCOCC3)c2)cc1Cl	?	-13%	3%
CCOC(=O)C1=C(N)OC2=C(C(=O)CC(C)(C)C2)C1c1ccoc1 (stereo not drawn)	?	6%	1%
Cc1nn(C(=O)c2ccc(Cl)cc2)c(C)c1S(=O)(=O)N1CCOCC1	-7%	.	7%
CCOc1ccc(-c2c(C)sc3nc[nH]c(=O)c23)cc1	16µM*	-5%	.
Cc1ccnc2c(N3C(=O)C4C5C=CC(C5)C4C3=O)cccc12 (stereo not drawn)	-19%	-10%	1%
Cc1ccc(C(=O)NCC(=O)N2CCCCCC2)cc1	-2%	-5%	16%
CCC(=O)N1CCN(c2ccc(Cl)cc2NC(=O)Cc2ccccc2)CC1	?	-15%	5%
COc1ccc(C(=O)NCCc2sc(-c3ccc(F)cc3)nc2C)cc1OC	15µM*	.	4%
O=C(CSc1cccc[n+]1[O-])CSc1cccc[n+]1[O-]	9.2µM*	-1%	.
COc1cccc(N2CC(NC(=O)c3cc4ccccc4o3)CC2=O)c1 (stereo not drawn)	-16%	.	8%
N#Cc1ccsc1NC(=O)C1=COCCO1	8%	.	-13%
Cc1ccc2c(c1)N(CC(=O)NCCCN1CC(C)CC(C)C1)C(=O)c1cccnc1O2 (stereo not drawn)	4%	0%	.
CCCCN(C(=O)c1ccc(N(C)S(=O)(=O)c2ccc(C)cc2)cc1)c1c(N)n(CCC)c(=O)[nH]c1=O	?	-5%	4%
C/C(CC(=O)Nc1cc(Cl)ccc1C)=N\NC(N)=O	1%	-5%	-6%
CC(C)(C)c1ccc(C(=O)NCC(=O)OCC(=O)NC(=O)NC2CCCC2)cc1	4%	.	0%
CS(=O)(=O)N(CC(=O)Nc1cccnc1)c1ccc2c(c1)OCCO2	-15%	-13%	2%
COc1ccccc1NC(=O)/C=C1\NC(=O)CS1	1%	4%	7%
CC(=O)c1cc(C#N)c(NCc2cc(-c3ccccc3)no2)nc1C	0%	11%	2%
Cc1ccc(N2CC3=C(C2=O)C(c2ccc(Br)cc2)NC(=O)N3C)cc1 (stereo not drawn)	?	.	7%
Cc1cc(/C=N/NC(=O)c2ccccn2)c(C)n1-c1cccc([N+](=O)[O-])c1	?	-5%	3%
COc1cccc(/C(O)=C2\C(=O)C(=O)N(c3ccccn3)C2c2ccccc2OC)c1 (stereo not drawn)	-12%	-8%	-2%
Cc1ccc(NC(=O)CSc2nc3c(oc4ccccc43)c(=O)n2-c2ccc(F)cc2)c(C)c1	-23%	.	1%
Cc1nn(C)c(C)c1S(=O)(=O)N(CC(=O)NCCc1ccccc1)c1ccc(C(C)C)cc1	?	.	1%
Cc1ccccc1CSCC(=O)c1c(N)n(C)c(=O)n(C)c1=O	?	7%	5%
CCOC(=O)c1ccc(N2CSC3=C(C#N)C(c4ccc(OC)cc4OC)CC(=O)N3C2)cc1 (stereo not drawn)	-20%	2%	8%
COc1cc2ccccc2cc1C(=O)Nc1nnc(-c2ccncc2)o1	-21%	-12%	5%
CCC(=O)Nc1ccc(S(=O)(=O)c2ccc(NC(=O)CC)cc2)cc1	?	6%	2%
CCOC(=O)[C@H]1[C@H]2COc3ccc(C)cc3[C@@H]2N2C(=O)c3cc(Br)ccc3NC(=O)[C@@]12C	?	.	2%
c1ccc(CSc2nnc(Cc3ccccn3)o2)cc1	-14%	6%	5%
COc1cccc(C=N[C@@H](CO)[C@@H](O)c2ccc([N+](=O)[O-])cc2)c1O	8%	1%	.
Cc1cc(Br)ccc1SCC(=O)OCC(=O)NC1CCCC1	-2%	2%	2%
CCC(=NC)C1=C(O)CC(c2ccccc2)CC1=O (stereo not drawn)	-16%	3%	.

New compounds follow:
SMILES	DT40 TDP1 no CPT	N370S GC	TDP1 inh
O=C(NCc1ccco1)C(=O)NCC(c1ccco1)N1CCOCC1 (stereo not drawn)	25%	14%	-1%
Cc1ccc(CC(=O)Nc2ccccc2-c2ccccc2)cc1C	?	20%	-5%
Cn1cccc1-c1nc2ccc(NC(=O)c3ccc([N+](=O)[O-])cc3)cc2[nH]1	?	3%	6%
N/C(=N/OC(=O)c1ccccc1Cl)c1ncc([N+](=O)[O-])s1	8.2µM*	3%	.

Source: PubChem BioAssay
